SRC3 TRFRET art: TR-FRET artefact, counter-screen to PPARgamma/SRC-3 agonist assay. PPARgamma/SRC-3 format; stronger effect = higher value. TR-FRET ratio at 8 µM. 0.39% of 99,000 active. AID 1048; in the data active = TR-FRET ratio above about 2000; note: inactives centre near 1600; reference of the scale not given here
SRC1 TRFRET art: TR-FRET artefact, counter-screen to PPARgamma/SRC-1 agonist assay; TR-FRET ratio at 8 µM; TR-FRET detection artefact counter-screen, emission ratio; stronger effect = higher value; 0.34% of 99,000 active; in the data active = TR-FRET ratio above about 2300; note: inactives centre near 1800; reference of the scale not given here
Numbers without * were called inactive; & = joins results of further samples.

Order of results – SRC1 TRFRET art | SRC3 TRFRET art
NC(=O)C1Cc2ccccc2CN1S(=O)(=O)c1cccs1 (centres undefined)
    1906 | 1573
COc1ccc(S(=O)(=O)NCC(=O)Nc2cccc(C)c2C)cc1OC
    1706 | 1639
COCC(=O)NC1CCN(S(=O)(=O)c2cccc(C(C)=O)c2)CC1
    1780 | 1508
CCOc1ccc2nc(SCc3ccc(OC)cc3)sc2c1
    1778 | 1387
CC(=O)Nc1ccc(NS(=O)(=O)c2ccccc2)cc1
    1776 | 1608
O=C1c2ccc(Oc3ccc([N+](=O)[O-])cc3)cc2C(=O)N1c1ccncc1
    2005 | 1548
O=C(NCc1ccc(Cl)cc1)C(=O)NCC(c1ccco1)N1CCOCC1 (centres undefined)
    1844 | 1504
COc1ccc(-c2coc3cc4oc(=O)c5ccccc5c4cc23)cc1F
    1713 | 1586
COc1ccc(-n2cc3c(-c4cccc(Br)c4)nnc(C)c3n2)cc1
    1886 | 1586
O=C(NNC(=S)NCc1ccc(Cl)cc1)c1ccc2c(c1)OCO2
    1755 | 1536
NCCc1cnc[nH]1
    1563&1887 | 1554&1834
COCC(C)NC(=O)c1ccccc1[N+](=O)[O-] (centres undefined)
    1643 | 1504
CCCCCCNCc1c(F)cccc1Cl
    2002 | 1543
O=C(Nc1ccc(S(=O)(=O)NC2=NCCCCC2)cc1)c1ccc2ccccc2n1
    1955 | 1656
Cc1c(Cl)ccc2c(C(N)=O)cc(-c3ccccn3)nc12
    1885 | 1748
COc1ccc(C(=O)NCC(=O)Nc2cccc(S(=O)(=O)NCc3ccco3)c2)cc1OC
    1918 | 1552
O=C(CN(CC1CCCO1)C(=O)c1nsc(Cl)c1Cl)NC1CCCC1 (centres undefined)
    2087 | 1639
COc1ccc(/C=N/NC(=O)c2ccccc2)cc1OS(=O)(=O)c1ccccc1
    1806 | 1632
CCOC(=O)c1cc(-c2ccc(OC)cc2)nn1-c1ccc(C(=O)O)cc1
    1493 | 1776
CC1CCCC(NC(=O)NC(=O)CCl)C1C (centres undefined)
    1592 | 1467
COc1cc(NC(=S)N2CCCC(CO)C2)c(OC)cc1Cl (centres undefined)
    2183 | 1615
CCS(=O)(=O)N1CCN=C1SCc1cccnc1
    1836 | 1579
COc1ccccc1-c1nnc(NC(=O)C(C)C)s1
    1868 | 1489
CCn1cc(Cl)c(C(=O)Nc2ccccc2C(N)=O)n1
    1858 | 1613
Cc1cccc(NC(=O)CNC(=O)COc2ccc(C(=O)c3ccc(F)cc3)cc2)c1C
    1970 | 1628
COc1ccc(CCNC(=O)C(=O)NCCCN2CCOCC2)cc1
    1964 | 1556
Cn1cc(CN(Cc2ccccn2)C[C@@H]2CCC(=O)N2)c(-c2ccccc2F)n1
    1725 | 1631
CCOC(=O)C1CN(C(C)(C)C)C(=O)C1=O (centres undefined)
    1786 | 1509
O=c1c2cc(N3CCOCC3)ccc2[nH]c(=S)n1CCCN1CCN(c2ccccc2F)CC1
    1679 | 1573
O=C(COc1ccc(C(=O)c2ccccc2)cc1)NCC1CCCCC1
    1816 | 1376

Grouped by structure, the entries above with four or more nitrogen atoms.
Order of results – SRC1 TRFRET art | SRC3 TRFRET art
COc1ccc(-n2cc3c(-c4cccc(Br)c4)nnc(C)c3n2)cc1
    1886 | 1586
O=C(Nc1ccc(S(=O)(=O)NC2=NCCCCC2)cc1)c1ccc2ccccc2n1
    1955 | 1656
CCn1cc(Cl)c(C(=O)Nc2ccccc2C(N)=O)n1
    1858 | 1613
Cn1cc(CN(Cc2ccccn2)C[C@@H]2CCC(=O)N2)c(-c2ccccc2F)n1
    1725 | 1631
O=c1c2cc(N3CCOCC3)ccc2[nH]c(=S)n1CCCN1CCN(c2ccccc2F)CC1
    1679 | 1573

The listing continues:
Order of results – SRC1 TRFRET art | SRC3 TRFRET art
CNS(=O)(=O)c1ccc(NC(=O)c2ccccn2)cc1
    1592 | 1678
Cc1ccc(S(=O)(=O)NCCSCc2ccco2)cc1
    1560 | 1457
Cc1cc(Cl)c(S(=O)(=O)N2CCN(c3ccccn3)CC2)cc1OCC(N)=O
    1983 | 1421
COc1ccc(N(C(C)C(=O)N/N=C/c2ccc(OC)c(OC)c2)S(C)(=O)=O)cc1 (centres undefined)
    1715 | 1562
COc1ccc(NC(=O)/C=C/c2ccc(Br)o2)cn1
    1842 | 1713
O=C(c1cccnc1)N1CCC(Oc2ccc(C(=O)N3CCCC(O)C3)cc2)CC1 (centres undefined)
    1750 | 1485
Cc1ccc(C(=O)C(=S)N2CCOCC2)cc1
    1839 | 1544
CCN(CC)c1ccc(NC(=O)CSc2nc3ccccc3c(=O)n2-c2cc(S(=O)(=O)N(C)C)ccc2C)cc1
    1519 | 1479
Cc1ccc(N2CC(C(=O)Nc3ccc(S(=O)(=O)Nc4nccc(C)n4)cc3)CC2=O)cc1 (centres undefined)
    1594 | 1456
Cc1nnc(SCC(=O)N/N=C/c2ccc(-c3ccc(C)c(Cl)c3)o2)s1
    1915 | 1682
O=C(NCc1ccccc1)Nc1cccn(Cc2cccc(F)c2)c1=O
    1851 | 1391
Nc1nnc(-c2cc3c(ccc4ccccc43)oc2=O)s1
    2044 | 1691
O=C(CCCCCCCC(=O)NNC(=O)Nc1ccccc1)NNC(=O)Nc1ccccc1
    1548 | 1577
CCc1ccc(-c2cc(C(=O)N/N=C/c3ccccn3)[nH]n2)cc1
    1760 | 1600
CC(C)(C)[C@H]1C=C(C(=O)NCc2nc3ccccc3[nH]2)O[C@@H](OCCCCO)C1
    1588 | 1486
Cc1ccc(NC(=O)c2ccc(Cl)nc2)cc1
    2001 | 1513
Cc1occc1C(=O)N/N=C/C=C/c1ccccc1
    1678 | 1710
CC(C)(C)C(=O)N1CCN(c2ccc(Cl)cc2[N+](=O)[O-])CC1
    1833 | 1535
CCOc1cccc(CN2CCCC(C(=O)c3cccc(C(F)(F)F)c3)C2)c1O (centres undefined)
    1682 | 1586
Cc1ccc(-n2c(C)cc(/C=N\NC(=O)CC(=O)NC(C)C)c2C)cc1
    1671 | 1730
O=C(O)C1CCN(c2ccc(Cl)nn2)CC1
    1722 | 1672
COc1cc(C2C(C(=O)/C=C/c3ccccc3)=C(O)C(=O)N2c2ccccn2)ccc1O (centres undefined)
    1828 | 1504
Cc1ccc(NC(=S)N2CCN(C(=O)c3ccccc3)CC2)c(C)c1
    1683 | 1584
CCN(CC)c1ccc(NC(=O)CN2CCN(CC(=O)Nc3ccc(F)cc3)CC2)cc1
    1812 | 1823
CC(=O)c1c(C)[nH]c(C(=O)Nc2nc(-c3ccccc3)c(C)s2)c1C
    1826 | 1555
Nc1cc(S(=O)(=O)N2CCCCC2)ccc1Oc1ccc(Cl)cc1
    1622 | 1698
CC(Sc1nnc(NC2CCCCC2)s1)C(=O)Nc1ccc2c(c1)C(=O)c1ccccc1C2=O (centres undefined)
    1926 | 1595
O=C(Cn1cnc2c(cnn2-c2ccccc2)c1=O)Nc1ccc(S(=O)(=O)N2CCOCC2)cc1
    1828 | 1738
COC(=O)C(CCSC)NC(=O)/C=C/c1ccc(OC)cc1 (centres undefined)
    2211 | 1553
COc1ccc(C(=O)NC(=S)Nc2ccccc2N2CCCCC2)cc1[N+](=O)[O-]
    1592 | 1460

An excerpt of these results, field by field:
structure: Cc1ccc(C(=O)C(=S)N2CCOCC2)cc1
- SRC1 TRFRET art = 1839
- SRC3 TRFRET art = 1544
structure: O=C(Cn1cnc2c(cnn2-c2ccccc2)c1=O)Nc1ccc(S(=O)(=O)N2CCOCC2)cc1
- SRC1 TRFRET art = 1828
- SRC3 TRFRET art = 1738

Continued.
Order of results – SRC1 TRFRET art | SRC3 TRFRET art
CC(C)c1ccc(OCC(=O)NC(Cc2c[nH]c3ccccc23)C(=O)O)cc1 (centres undefined)
    1902 | 1510
O=C(CSCc1ccccc1)N=Nc1c(O)[nH]c2ccccc12
    1956 | 1427
CC(=O)C1=C(C)NC(SCc2cccc3ccccc23)=C(C#N)C1c1ccco1 (centres undefined)
    2024 | 1677
COc1ccc(/C=N/N(C)c2cc(=O)n(C)c(=O)[nH]2)cc1OC
    1902 | 1671
O=Nc1c(O)[nH]c2ccc(F)cc12
    1901 | 1717
Cc1sc2nc(COC(=O)c3ccc(N4CCCC4)c([N+](=O)[O-])c3)[nH]c(=O)c2c1C
    1874 | 1610
COc1ccc(C2Nc3ccccc3C(=O)N2O)cc1CN1CCOCC1 (centres undefined)
    1542 | 1552
COc1ccc(-c2csc3nc(C)nc(N4CCN(C(C)=O)CC4)c23)cc1OC
    1681 | 1612
CC(=O)N1CCN(C2=Nc3cccc4cccc2c34)CC1
    1922 | 1691
CS(=O)(=O)c1ccc(Cl)c(NC(=O)c2ccc3ccccc3c2)c1
    1571 | 1514
O=C(O)CCCCCN1C(=O)C(O)=C(C(=O)/C=C/c2ccccc2)C1c1cccc([N+](=O)[O-])c1 (centres undefined)
    1898 | 1636
CS(=O)(=O)N(CC(=O)N1CCOCC1)c1cccc([N+](=O)[O-])c1
    1734 | 1482
Cc1cccc(-c2n[nH]c(=S)n2/N=C/c2ccc(C)o2)c1
    1639 | 1443
O=C(Nn1c(Cc2ccccc2)nc2ccccc2c1=O)c1c(O)c2cccc3c2n(c1=O)CCC3
    1546 | 1523
NC(=O)CN(N=Nc1cccc([N+](=O)[O-])c1)c1cccc([N+](=O)[O-])c1
    1871 | 1719
Nc1ccn(Cc2ccccc2F)n1
    1708 | 1469
S=C(NCc1ccco1)Nc1ccc(Cl)cc1Cl
    1854 | 1763
O=C(CSc1nnc(Cc2ccccc2)o1)N1CCCC1
    1880 | 1616
C/C(=N\NC(=O)C(C)Nc1cccc(Cl)c1)c1ccc([N+](=O)[O-])cc1 (centres undefined)
    1812 | 1433
Cc1nn(CC(=O)Nc2nnc(C(C)C)s2)c(=O)c2ccccc12
    1539 | 1505
S=c1[nH]ncn2c1cc1oc3ccccc3c12
    2955* | 2852*
O=C(NN1CCOCC1)c1cnn2c(C(F)F)cc(-c3ccccc3)nc12
    1685 | 1589
CCOc1ccc(Nc2ncnc3c2cnn3-c2ccccc2)cc1
    1896 | 1658
CC(Sc1nc(-c2ccc(F)cc2)cs1)C(=O)Nc1ccc(Cl)cn1 (centres undefined)
    1896 | 1762
CCN1CCN(c2ccc(NC(=O)c3ccc(F)cc3)cc2Cl)CC1
    1693 | 1558
CCOC(=O)c1c(CNc2ccncc2)n(C)c2cc(Br)c(O)cc12
    1745 | 1550
COc1ccc(NC(=O)/C(Cl)=C(/Cl)S(=O)Cc2ccccc2Cl)cn1 (centres undefined)
    1807 | 1518
Cc1ccc(NC(=O)c2cc(S(=O)(=O)NCCc3ccccc3)ccc2F)cc1Cl
    2202 | 1787
Clc1cccc(OCCN2CCN(CCOc3cccc(Cl)c3)CC2)c1
    1759 | 1687
O=c1c(S(=O)(=O)c2ccc(Cl)cc2)cn(Cc2ccccc2)c2ccc(F)cc12
    1742 | 1908
C/C(=N\NC(=O)C(=O)Nc1cccc(Cl)c1)c1ccncc1
    1810 | 1601
CCNC(=O)CCSc1nc(C)cc(C)n1
    1983 | 1652
CCNC(=O)NC(=O)COC(=O)CCc1nc(=O)c2ccccc2n1C
    1851 | 1838
Cc1c(NS(C)(=O)=O)c(=O)n(-c2ccccc2)n1C
    1730 | 1616
O=C(/C=C/c1cccc([N+](=O)[O-])c1)c1cccs1
    1847 | 1498
CCc1ccc(NC(=O)c2ccc(F)c(S(=O)(=O)NCC3COc4ccccc4O3)c2)cc1 (centres undefined)
    1548 | 1558
COc1ccccc1N1CCN(C(=O)c2cccc(Oc3ccccc3)c2)CC1
    1805 | 1734
COc1ccc(C(=O)/C(=C\c2sccc2C)c2nc3ccccc3o2)cc1
    1798 | 1713
C=CCNc1nc2ccccc2c(=O)[nH]1
    1734 | 1407
Cc1nnc(SCC(=O)Nc2cccc(S(=O)(=O)N(C)c3ccccc3)c2)s1
    1583 | 1547
COc1ccc(NC(=O)N/C=C/c2ccccc2)cc1
    1781 | 1410
CCOC(=O)c1c(-c2ccccc2)csc1NC(=O)CCN1C(=O)c2ccccc2C1=O
    1625 | 1360
COc1cc(/C=C/C(=O)N2CCOCC2)ccc1OCc1ccccc1
    1793 | 1482
O=C(Nc1ccccc1)c1ccccc1OCc1cccc([N+](=O)[O-])c1
    1959 | 1464
O=C(CCCN1C(=O)/C(=C/c2ccco2)SC1=S)Nc1ccccc1
    1937 | 1649
COc1ccc(-c2cc(C(F)(F)F)nc(SCC(=O)N(C)Cc3cn(C)nc3C)n2)cc1OC
    1759 | 1530
c1ccc(CNc2nc(-c3cccs3)nc3ccccc23)cc1
    1703 | 1559
CSc1nsc(SCC(=O)Nc2nncs2)n1
    1993 | 1469
COc1ccc(NC(=S)N/N=C/c2cccn2Cc2ccccc2F)cc1
    2028 | 1586
COc1ccc(CCNC(=O)CCNC(=O)c2ccc(Br)cc2)cc1OC
    1681 | 1432
CN(CC(O)CON=C1c2ccccc2-c2ccccc21)S(=O)(=O)c1ccc(Br)cc1 (centres undefined)
    1834 | 1551
Cc1ccc(S(=O)(=O)N(Cc2cc3cccc(C)c3[nH]c2=O)c2ccccc2)cc1
    1853 | 1619

Single records, from the list above:
CN(CC(O)CON=C1c2ccccc2-c2ccccc21)S(=O)(=O)c1ccc(Br)cc1 (centres undefined) across the screens: SRC1 TRFRET art = 1834; SRC3 TRFRET art = 1551
CCc1ccc(NC(=O)c2ccc(F)c(S(=O)(=O)NCC3COc4ccccc4O3)c2)cc1 (centres undefined) across the screens: SRC1 TRFRET art = 1548; SRC3 TRFRET art = 1558

Assay outcomes: PubChem BioAssay, The Scripps Research Institute Molecular Screening Center

These rows are one share of the data; the hit share may differ from the screen's.
